SNCA viab count – cell viability loss counter-screen; AID 1671193; HEK-293-SNCA-luc viability, GF-AFC fluorescence, 24 h; 150,000 compounds, 0.12% hits; Potency, µM (top dose mostly 57.1 µM), inactives show at the highest dose activity change, negative = cytotoxicity, most hits filed as cytotoxic;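 note: potency is the fitted concentration of half-maximal effect; 0% = DMSO-treated cells and -100% = medium-only wells without cells; nearly all actives have a fitted effect of over 30% in size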
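HEK-293-SNCA-luc cells (1500/well) plated 24 h, then exposed 24 h to a dilution series; GF-AFC added 30 min at 37C, fluorescence 405/540 nm; normalised to medium-only and DMSO wells, Hill fit.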
HEK cytotox – HEK 293 cell cytotoxicity; HEK 293 viability, ATP luminescence (CellTiter-Glo), 48-72 h; Potency, µM (top dose mostly 115 µM), without a hit: at the top dose activity change, negative = cytotoxicity, actives largely listed as inhibitors; 94,000 compounds, 6.6% hits; AID 1345083; note: potency is the fitted concentration of half-maximal effect; nearly all actives have a fitted effect of over 60% in size
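HEK 293 cells seeded at 250 cells/well were exposed to compound for 48 or 72 hr at 37 degree Celsius. Viability taken as ATP content by CellTiter-Glo luminescence.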
FLuc inh – inhibitors of firefly (Photinus pyralis) luciferase | P08659 | purified P. pyralis luciferase, luminescence, biochemical | Potency, µM (highest dose often 115 µM), for inactives: top-dose activity change, negative = inhibition, usual class: inhibitors | 76,000 compounds, 2.5% hits; note: potency is the fitted concentration of half-maximal effect; nearly all actives have a fitted effect of over 65% in size
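Purified 10nM P. pyralis luciferase with 10uM D-luciferin and 10uM ATP in 50mM Tris acetate pH 7.5, 10mM Mg acetate, 0.01% Tween-20, 0.05% BSA. qHTS titration; luminescence read by CCD imager.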
3T3 cytotox – cytotoxic compounds in NIH 3T3 cells | NIH 3T3 viability, CellTiter-Glo ATP luminescence, 48-72 h | Potency, µM (series often up to 96.7 µM), inactives show at the highest dose activity change, negative = cytotoxicity, usual class: inhibitors | 94,000 compounds, 4.3% hits | AID 1345082; note: potency is the fitted concentration of half-maximal effect; nearly all actives have a fitted effect of over 55% in size
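Cells were seeded at 400 per well, treated with pin-transferred compound, and kept 48 or 72 hr at 37 °C before CellTiter-Glo addition and luminescence imaging of cellular ATP.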
SNCA expr inh – SNCA gene expression inhibition; HEK-293 SNCA-luciferase knock-in, luminescence, 24 h; Potency, µM (top dose mostly 57.2 µM), without a hit: at the top dose activity change, negative = inhibition, usual class: inhibitors; 140,000 compounds, 0.17% hits;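 note: potency is the fitted concentration of half-maximal effect; plate controls were DMSO cells for no effect and cell-free wells for full effect; nearly all actives have a fitted effect of over 45% in size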
GPT2 inhibitor – GPT2 alanine aminotransferase inhibition; Recombinant GPT2, coupled pyruvate oxidase/HRP Amplex Red fluorescence; Potency, µM (titrated, usually from 57.7 µM), for the others: at the highest dose activity change, negative = inhibition, actives largely listed as inhibitors; 100,000 compounds, 0.25% hits; note: potency is the fitted concentration of half-maximal effect; nearly all actives have a fitted effect of over 60% in size; many of its hits are not listed in these tables
Target sequence (Q8TD30 whole entry, looked up): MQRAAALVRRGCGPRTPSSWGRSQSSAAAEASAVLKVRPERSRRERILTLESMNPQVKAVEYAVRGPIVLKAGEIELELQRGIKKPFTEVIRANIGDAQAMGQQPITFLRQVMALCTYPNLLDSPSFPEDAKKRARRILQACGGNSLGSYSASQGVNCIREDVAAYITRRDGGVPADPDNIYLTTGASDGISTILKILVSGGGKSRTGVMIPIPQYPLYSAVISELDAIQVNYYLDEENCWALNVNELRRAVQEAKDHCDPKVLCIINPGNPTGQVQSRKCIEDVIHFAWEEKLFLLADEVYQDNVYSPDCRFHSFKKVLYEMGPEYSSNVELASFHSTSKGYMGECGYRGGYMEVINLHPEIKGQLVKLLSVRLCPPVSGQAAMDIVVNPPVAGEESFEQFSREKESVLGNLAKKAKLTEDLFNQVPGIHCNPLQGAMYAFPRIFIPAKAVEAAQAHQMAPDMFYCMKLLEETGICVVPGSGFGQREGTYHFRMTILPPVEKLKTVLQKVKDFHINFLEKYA
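Fluorescence read-out: pyruvate from GPT2 turnover coupled to pyruvate oxidase, HRP and Amplex Red (0.2mM ThPP, 0.2U/mL PO and HRP, 50uM Amplex final). Substrates 250uM a-KG, 2mM L-alanine; enzyme 10ng/uL; 30 min RT.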
IP6K1 inh – blocks human inositol hexakisphosphate kinase 1; activity change, % (series mostly up to about 58 µM); IP6K1 kinase, ADP-Glo luminescence, 2 h; stronger effect = lower value; 140,000 compounds, 0.81% hits; AID 1645851; Q92551; in the data active = activity change below about -25%
Target sequence (Q92551 whole entry, looked up): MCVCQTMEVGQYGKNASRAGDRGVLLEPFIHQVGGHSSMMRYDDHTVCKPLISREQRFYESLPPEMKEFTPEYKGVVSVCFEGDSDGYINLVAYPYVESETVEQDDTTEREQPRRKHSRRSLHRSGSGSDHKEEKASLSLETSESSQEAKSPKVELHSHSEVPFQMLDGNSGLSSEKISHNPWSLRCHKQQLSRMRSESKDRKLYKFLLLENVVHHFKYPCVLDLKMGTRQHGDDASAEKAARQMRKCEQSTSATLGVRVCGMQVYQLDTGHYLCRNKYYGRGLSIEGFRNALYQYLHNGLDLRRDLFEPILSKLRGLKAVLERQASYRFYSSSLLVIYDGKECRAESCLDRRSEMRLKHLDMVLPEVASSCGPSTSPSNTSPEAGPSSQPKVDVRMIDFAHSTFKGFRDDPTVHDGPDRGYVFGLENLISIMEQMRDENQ
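ADP-Glo luminescence measures ADP made by human IP6K1 during a 2 h RT reaction with ATP/IP6 (mix at 1.3 mM/130 uM); top library doses 57.5 and 19.1 uM final.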
* marks the source's active call; other numbers are inactive results; [ ] = dose if it differs, or a comment. Unless noted, calls come from the whole dose curve; as a rule, active = well fitted curve in the direction sought with a large enough effect; inconclusive = small, poorly fitted or top-dose-only effect, or another doubt; inactive = no such curve, though single readings can be large; an effect the other way counts as inactive or inconclusive. Unless noted, % is set by controls: 0 for no effect and ±100 for the full control effect.

For CCN1c2cc(C(=O)NCc3ccc(SC)cc3)ccc2C(=O)N2CCCCCC21 (configuration not stated) the results were SNCA viab count inconclusive, HEK cytotox inconclusive, FLuc inh -13.1%, 3T3 cytotox inconclusive, SNCA expr inh 16.3%, GPT2 inhibitor -0.8% and IP6K1 inh 1.4.
For O=C(c1ccoc1)N1C[C@@H](COc2ccncc2)[C@H](c2ccccn2)C1 the results were SNCA viab count -9.6%, HEK cytotox inactive, FLuc inh -3.1%, 3T3 cytotox -1.7%, SNCA expr inh -7.6%, GPT2 inhibitor inactive and IP6K1 inh 8.1.
`COC(=O)[C@@H]1Cc2ncn(Cc3ccc(OC)cc3)c2CN1C(=O)CCC(=O)O` gave SNCA viab count 2.1%[87.6 µM], HEK cytotox -9.6%[172 µM], FLuc inh -4.9%[172 µM], 3T3 cytotox -10.0%[174 µM], SNCA expr inh -3.7%[87.6 µM], GPT2 inhibitor -7.9%[88.5 µM] and IP6K1 inh -6.3.
`O=C(NC1CC1)c1ccc2nc(-c3cccnc3Cl)oc2c1` gave SNCA viab count -0.8%, HEK cytotox -25.2%, 3T3 cytotox -30.1%, SNCA expr inh 93.6%[activator], GPT2 inhibitor inactive and IP6K1 inh 8.5.
Screening COc1ccc(Nc2ccnc(N3CCCC(C(=O)NC(C)C)C3)n2)cc1 (configuration not stated) returned SNCA viab count 0.3%[12.5 µM], HEK cytotox inconclusive, 3T3 cytotox inconclusive, SNCA expr inh -14.5%, GPT2 inhibitor inactive and IP6K1 inh 0.8.
`COc1ccc(Cl)cc1-c1ncc2c(n1)OCCN(Cc1ccc(F)cc1F)C2=O` gave SNCA viab count -9.2%[87.6 µM], HEK cytotox inconclusive, FLuc inh -0.7%[172 µM], 3T3 cytotox inconclusive, SNCA expr inh 16.8%[87.6 µM], GPT2 inhibitor -5.8%[88.5 µM] and IP6K1 inh 2.4.
For OCC1(O)CCCN(Cc2ccccc2Cn2cccn2)C1 (configuration not stated) the results were SNCA viab count -4.4%, HEK cytotox -7.5%, FLuc inh -3.3%, 3T3 cytotox -10.0%, SNCA expr inh -3.6%, GPT2 inhibitor -11.7% and IP6K1 inh 19.5.
CCOC(=O)c1ccc2c(c1)N(Cc1cc(C)ccc1C)C(=O)c1ccccc1S2(=O)=O was read as SNCA viab count 5.2%, SNCA expr inh inconclusive and IP6K1 inh 14.8.
For Cn1cccc1-c1noc(C2CCN(C(=O)c3ccoc3)C2)n1 (configuration not stated) the results were SNCA viab count 20.6%, HEK cytotox -18.1%, 3T3 cytotox inconclusive, SNCA expr inh -5.1%, GPT2 inhibitor -7.5% and IP6K1 inh 8.0.
Screening c1ccc(-c2noc(-c3ccc(OC4CNC4)cc3)n2)cc1 returned SNCA viab count -0.9%, HEK cytotox 25.1µM*, FLuc inh 0.708µM*, 3T3 cytotox 22.4µM*, SNCA expr inh 10µM*, GPT2 inhibitor inactive and IP6K1 inh 7.6.
`CC[C@H](C)[C@H](NC(=O)[C@H](Cc1ccc(O)cc1)NC(=O)[C@@H](N)C(C)C)C(=O)N[C@@H](Cc1cnc[nH]1)C(=O)N1CCC[C@H]1C(=O)N[C@@H](Cc1ccccc1)C(=O)O` gave SNCA viab count 2.9%[5.56 µM], GPT2 inhibitor 0.0%[3.85 µM] and IP6K1 inh -7.4.
Screening CCc1ccc(NC(=O)Cn2c(=O)c3cccn3c3ccccc32)cc1 returned SNCA viab count -9.1%, SNCA expr inh inconclusive and IP6K1 inh 0.8.
For CN(C)C1CCN(C(=O)c2ccc(NC(=O)Nc3ccc(-c4nc(N5CCOCC5)nc(N5CCOCC5)n4)cc3)cc2)CC1 the results were SNCA viab count inconclusive, GPT2 inhibitor 4.4% and IP6K1 inh 6.0.
For COCCCn1c(C)cc(C(=O)N2CCCC(c3[nH]ccc3C(N)=O)C2)c1C (configuration not stated) the results were SNCA viab count 10.9%[12.5 µM], HEK cytotox 4.6%, FLuc inh -9.0%, 3T3 cytotox -16.2%, SNCA expr inh inconclusive, GPT2 inhibitor -13.3% and IP6K1 inh 14.2.
For CCc1ccccc1Nc1cc(C(=O)NC2CCC(C)CC2)c2ccccc2n1 (configuration not stated) the results were SNCA viab count 1.3%, SNCA expr inh 77.2%[activator] and IP6K1 inh 26.6.
For O=C(NC1CCCC1)N1CCCN(c2nc3ncccc3o2)CC1 the results were SNCA viab count -1.9%[87.6 µM], HEK cytotox -22.7%[172 µM], FLuc inh -13.3%[172 µM], 3T3 cytotox -27.5%[138 µM], SNCA expr inh 34.9%[87.6 µM], GPT2 inhibitor -21.1%[88.5 µM] and IP6K1 inh 0.1.
For COc1cc(NC(=O)C2CCCN(S(=O)(=O)c3ccc4c(c3)CCCC(=O)N4)C2)cc(OC)c1 (configuration not stated) the results were SNCA viab count 3.9%, SNCA expr inh 40.7%[activator] and IP6K1 inh 7.9.
For C[C@@H]1CN(C(=O)c2ccccc2C#N)CC[C@@]1(O)C1CCOCC1 the results were SNCA viab count 3.7%, HEK cytotox -14.2%, FLuc inh 4.6%, 3T3 cytotox -12.7%, SNCA expr inh -11.1%, GPT2 inhibitor inactive and IP6K1 inh 0.0.
Screening COC(=O)c1ccc(C2c3c(-c4ccccc4O)n[nH]c3C(=O)N2Cc2ccncc2)cc1 (configuration not stated) returned SNCA viab count -29.3%, SNCA expr inh 11.9% and IP6K1 inh 6.5.
`O=C(NCc1cc2n(n1)CCNC2)c1ccc(Cn2cnnn2)cc1` gave SNCA viab count 0.2%, HEK cytotox -0.7%, FLuc inh 0.2%, 3T3 cytotox -0.2%, SNCA expr inh -6.7%, GPT2 inhibitor inactive[11.5 µM] and IP6K1 inh -5.4.
Cn1c(=O)c2nc(SCC(=O)Nc3cc(Cl)cc(Cl)c3)n(C)c2n(C)c1=O was read as SNCA viab count 8.1%, SNCA expr inh 0.8% and IP6K1 inh 5.7.
For O=C(NC1CCN(Cc2ccccc2)CC1)C1CCc2ncc(-c3ccsc3)n2C1 (configuration not stated) the results were SNCA viab count 1.7%, HEK cytotox inconclusive, FLuc inh 7.6%, 3T3 cytotox inconclusive, SNCA expr inh -13.7%, GPT2 inhibitor -1.8% and IP6K1 inh 18.6.
CC(C)CNC(=O)c1cn2cc(-c3ccc(C(F)(F)F)cc3)sc2n1 was read as SNCA viab count -5.2%, HEK cytotox inconclusive, 3T3 cytotox inconclusive, SNCA expr inh inconclusive, GPT2 inhibitor -10.6% and IP6K1 inh -3.8.
COc1ccc(CC(=O)Nc2cc(-c3ccncc3)nn2-c2ccccc2)cc1 was read as SNCA viab count -13.8%, HEK cytotox inconclusive, 3T3 cytotox inconclusive, SNCA expr inh 8.2%, GPT2 inhibitor -1.6% and IP6K1 inh 13.9.
CCC(=O)NC[C@H]1Cn2cc(-c3ccccc3)nc2CO1 was read as SNCA viab count 5.3%[87.6 µM], HEK cytotox -15.3%[230 µM], FLuc inh inconclusive, 3T3 cytotox -8.5%[174 µM], SNCA expr inh 3.9%[87.6 µM], GPT2 inhibitor -6.9%[88.5 µM] and IP6K1 inh 2.3.
`CC(=O)c1ccc(NC(=O)O[C@@H]2CO[C@H]3[C@@H]2OC[C@@H]3NC(=O)Nc2ccc(Oc3ccccc3)cc2)cc1` gave SNCA viab count -17.1%, HEK cytotox 31.6µM*, FLuc inh 12.0%, 3T3 cytotox inconclusive, SNCA expr inh -12.8%, GPT2 inhibitor 0.4% and IP6K1 inh -2.5.
`COc1cccc(CC(=O)NCC2CCCCC(=O)N2)c1` (configuration not stated) gave SNCA viab count -3.6%, HEK cytotox 3.1%, FLuc inh 1.8%, 3T3 cytotox inactive, SNCA expr inh 5.9%, GPT2 inhibitor inactive and IP6K1 inh -1.4.
`Cc1ccccc1Nc1c(-c2ccc(Cl)s2)nc2c(C)cccn12` gave SNCA viab count -6.9%, SNCA expr inh 27.4% and IP6K1 inh -7.2.
`COc1ccc(C(=O)N2CCc3nc(-c4ccccc4)nc(-c4ccc(Cl)cc4)c3C2)cc1` gave SNCA viab count -26.9%, HEK cytotox 22.4µM*, 3T3 cytotox inconclusive, SNCA expr inh -13.4%, GPT2 inhibitor -1.7% and IP6K1 inh -15.1.
For Cc1ccsc1C(=O)NC1CCN(c2cc(-c3ccccc3)[nH]n2)C1 (configuration not stated) the results were SNCA viab count -6.0%, HEK cytotox inconclusive, FLuc inh -3.0%, 3T3 cytotox -24.3%, SNCA expr inh -2.2%, GPT2 inhibitor -29.8% and IP6K1 inh 0.0.
`Cc1ccc(CN2C(=O)[C@@H]3C[C@@H](O)CN3C3(CN(CC(C)(C)C)C3)C2=O)o1` gave SNCA viab count 5.7%[87.6 µM], HEK cytotox -27.0%[172 µM], FLuc inh -1.3%[172 µM], 3T3 cytotox -25.6%[174 µM], SNCA expr inh 34.8%[activator][87.6 µM], GPT2 inhibitor -3.8%[88.5 µM] and IP6K1 inh 3.7.
Screening COc1cccc(C(=O)Nc2ccc(-c3nc4ccc(C)cc4s3)cc2)c1OC returned SNCA viab count 6.9%, SNCA expr inh 31.4% and IP6K1 inh -4.8.
For Cc1cc(C(=O)Nc2ccc(-n3c(C)nc4ccccc4c3=O)cc2)ccc1[N+](=O)[O-] the results were SNCA viab count -9.2%, SNCA expr inh -18.7% and IP6K1 inh 47.4.
Screening O=C(c1ccn[nH]1)N(CC1CCN(Cc2ccccc2F)CC1)CC1CCCO1 (configuration not stated) returned SNCA viab count 7.2%, HEK cytotox inactive, FLuc inh 15.1%, 3T3 cytotox -1.3%, SNCA expr inh 5.6%, GPT2 inhibitor inactive and IP6K1 inh -6.0.
For CC1(C)[C@H]2CC[C@@H](CNC(=O)c3ccccc3)[C@@H]1C2 the results were SNCA viab count 9.2%[87.6 µM], HEK cytotox inconclusive, FLuc inh -2.2%[172 µM], 3T3 cytotox inconclusive, SNCA expr inh -16.9%[87.6 µM], GPT2 inhibitor 4.0%[88.5 µM] and IP6K1 inh -0.4.
Screening COCCN1C(=O)c2ccccc2C(C(=O)Nc2nc(C)cs2)C12CCCCC2 (configuration not stated) returned SNCA viab count -18.9%, HEK cytotox -8.3%, FLuc inh -6.4%, 3T3 cytotox -29.2%, SNCA expr inh -20.5%, GPT2 inhibitor inactive and IP6K1 inh 10.0.
Screening COc1cccc(CN2CC[C@@H]3C(=O)NCCCCCCN(Cc4ccncc4)[C@@H]3C2)c1 returned SNCA viab count 1.3%, HEK cytotox inconclusive, FLuc inh -1.2%, 3T3 cytotox inconclusive, SNCA expr inh 29.9%, GPT2 inhibitor inactive and IP6K1 inh 4.7.
For CN(C)CCNC(=O)C(=O)NCC(c1cccnc1)N1CCN(c2ccc(F)cc2)CC1 (configuration not stated) the results were SNCA viab count -3.9%, SNCA expr inh 0.3% and IP6K1 inh 15.8.

Assay outcomes (PubChem BioAssay)

The list is partial. The share of hits here may be higher or lower than overall.
